Bioassay records as filed in PubChem BioAssay.
KCNQ1 act: human KCNQ1 channel potentiation or activation. P51787. CHO-K1 KCNQ1, thallium flux FluxOR fluorescence; hits give high values. B-score at 10 µM. actives 0.35% (n = 310,000). AID 2648;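 active means fluorescence ratio B-score, a plate-corrected score, at least three library SD, with initial intensity B-score within 5 SD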
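assay system = CHO-K1 cells stably expressing KCNQ1 | medium = assay buffer, equal DMSO in all wells | timing = 37 °C overnight plating, 90-min dark dye load, 20-min compound pretreatment | measured by = kinetic FluxOR thallium fluorescence, 10-s 1-Hz baseline, 110-s post-stimulus read | measure = fluorescence change relative to baseline, converted to B score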
ANO1 block: mouse TMEM16A channel inhibition, primary screen. normalized B-score (activity score, 25-100; higher = stronger inhibition) at 10 µM. Q8BHY3. AID 588511. HEK293 TMEM16A/YFP iodide influx fluorescence, ionomycin. actives 1.2% (n = 310,000);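 active means ratio plate-corrected score three or more library SD toward inhibition, starting fluorescence score within five deviations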;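 further: score derived from kinetic fluorescence span divided by baseline fluorescence per well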
HDAC3 inhib: human HDAC3 inhibition; recombinant HDAC3, fluorogenic peptide/trypsin coupled, fluorescence; actives 0.15% (n = 320,000); inhibition, % at 8.3 µM; AID 2718; in the data active means inhibition above about 26%, passing the limit was not always enough
KCNK3 inh: human KCNK3 channel inhibition, primary screen; actives 0.84% (n = 340,000); B-score at 10 µM; O14649; CHO-KCNK3 thallium flux, FluxOR fluorescence; hits give low values;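 active means B-score under library mean minus 4 SD, starting fluorescence ratio at most library mean plus 5 SD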;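 further: more negative B-score means stronger inhibition of thallium flux through KCNK3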
hERG protect: shields human hERG channel from block by proarrhythmic agents; Q12809; CHO-hERG, FluxOR thallium flux, dofetilide IC70 present; activation (rescue from dofetilide block), less the hit threshold, % at 10 µM; actives 0.51% (n = 310,000);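 active means activation above the mean of controls blocked by dofetilide plus 5 SD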;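 further: thallium influx through hERG after potassium depolarization seen as dye fluorescence rise; in these data hits start at about 4.7%; inactives centre near -7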
Target sequence (Q12809 whole entry, looked up): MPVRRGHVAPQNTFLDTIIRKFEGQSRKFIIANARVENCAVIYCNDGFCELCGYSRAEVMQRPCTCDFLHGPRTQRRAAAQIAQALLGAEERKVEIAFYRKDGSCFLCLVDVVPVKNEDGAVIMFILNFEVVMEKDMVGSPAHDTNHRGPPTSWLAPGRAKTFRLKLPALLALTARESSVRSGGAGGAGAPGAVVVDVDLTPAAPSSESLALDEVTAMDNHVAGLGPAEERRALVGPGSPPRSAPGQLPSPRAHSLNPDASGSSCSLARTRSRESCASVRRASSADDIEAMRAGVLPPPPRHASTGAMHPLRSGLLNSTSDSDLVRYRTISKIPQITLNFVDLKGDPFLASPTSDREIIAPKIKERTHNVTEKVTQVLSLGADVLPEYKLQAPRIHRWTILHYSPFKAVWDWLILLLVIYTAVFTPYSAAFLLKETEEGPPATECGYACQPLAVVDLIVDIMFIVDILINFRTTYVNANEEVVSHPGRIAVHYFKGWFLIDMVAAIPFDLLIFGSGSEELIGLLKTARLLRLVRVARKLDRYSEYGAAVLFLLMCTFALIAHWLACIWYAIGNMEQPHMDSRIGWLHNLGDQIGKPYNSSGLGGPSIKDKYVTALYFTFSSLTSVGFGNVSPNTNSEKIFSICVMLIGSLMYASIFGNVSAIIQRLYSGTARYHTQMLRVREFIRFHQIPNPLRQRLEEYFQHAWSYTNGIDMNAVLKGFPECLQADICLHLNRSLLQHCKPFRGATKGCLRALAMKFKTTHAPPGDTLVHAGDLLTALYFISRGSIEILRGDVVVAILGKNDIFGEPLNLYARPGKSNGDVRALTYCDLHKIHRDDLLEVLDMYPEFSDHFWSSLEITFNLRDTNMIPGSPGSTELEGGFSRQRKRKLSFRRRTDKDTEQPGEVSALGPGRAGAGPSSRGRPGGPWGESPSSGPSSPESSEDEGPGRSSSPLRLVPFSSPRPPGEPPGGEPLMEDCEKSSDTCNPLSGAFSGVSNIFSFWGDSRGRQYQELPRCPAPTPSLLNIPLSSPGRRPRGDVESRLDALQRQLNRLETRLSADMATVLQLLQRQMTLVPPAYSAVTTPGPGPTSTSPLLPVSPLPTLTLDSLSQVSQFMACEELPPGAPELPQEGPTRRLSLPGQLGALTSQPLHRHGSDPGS
RGS4 pot: RGS4 potentiation or activation | actives 0.92% (n = 310,000) | AID 463111 | B-score at 10 µM | HEK293 M3R/inducible RGS4, carbachol calcium flux Fluo4; hits give low values;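 active means B-score of the integrated calcium signal more than 4 SD below the library mean, with starting fluorescence not abnormally high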;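 further: negative B-score means reduced calcium response which marks RGS4 activation or potentiation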
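Material: Inducible-RGS4 HEK293 cells carrying M3 receptor; also added: carbachol at ECmax as muscarinic agonist stimulus; incubation: compound preincubation 20 min at room temperature before agonist; signal: Fluo4-AM (2 µM) calcium-flux fluorescence, kinetic read; measure: integrated calcium ratio converted to B score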
SKKanGAS inh: blocks kanamycin growth of S. pyogenes SKKanGAS strain; AID 1662; actives 1.3% (n = 300,000); BacTiter-Glo, 6 h; inhibition, % at 7.5 µM;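 active means mean replicate score, as percent of positive control median, at least 50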;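 further: strain carries kanamycin resistance gene driven by streptokinase promoter and grows in 40 µg/ml kanamycin; loss of luminescence reflects streptokinase promoter inhibition or plain growth inhibition; 0% = median of DMSO wells and 100% = positive control at its reference dose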
KCNQ1 inh: blocks the human KCNQ1 potassium channel. B-score at 10 µM. actives 1.3% (n = 310,000). CHO-K1 KCNQ1, FluxOR thallium flux fluorescence; hits give high values. AID 2642;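 active means compounds whose thallium flux B-score, printed positive for inhibition, exceeds three library SD while starting fluorescence stays within three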;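 further: channel opened by potassium depolarization with thallium stimulus after 20 min compound exposure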
ANO1 activ: mouse TMEM16A channel activation, primary screen. HEK293 TMEM16A/YFP-H148Q/I152L, iodide quench fluorescence; hits give low values. actives 0.3% (n = 340,000). B-score at 10 µM;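 active means fluorescence-ratio B-score plate-corrected deviation score at least 3 library SD below zero, with starting fluorescence score within 5 deviations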;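 further: channel opened by trigger with iodide after compound preincubation; score built on the fluorescence ratio of max minus min over baseline; more negative score means more quench and so TMEM16A activation or potentiation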
KCNK9 inh: inhibitors of human KCNK9 two-pore domain potassium channel; Q9NPC2; HEK293 KCNK9, FluxOR thallium flux fluorescence; hits give low values; B-score at 10 µM; actives 1.2% (n = 310,000); AID 488922;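 active means ratio B-score over 3 SD below the library mean, with starting fluorescence within 5 SD of its mean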;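 further: negative B-score means less thallium flux so channel inhibition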
RGS4 inh: inhibitors of human RGS4; HEK293 M3R/RGS4 inducible, Fluo-4 calcium flux; hits give high values; triggered by carbachol at its EC20; B-score at 10 µM; actives 0.45% (n = 310,000); AID 463165;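 active means B-score, a plate-corrected calcium signal, over three deviations above library mean, with baseline fluorescence within five deviations of library mean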;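 further: RGS4 expression induced by doxycycline in cells with stable M3 receptor; B-score is computed from the integrated fluorescence ratio over baseline after carbachol; higher B-score means a larger calcium signal and so more RGS4 inhibition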
* = called active by the depositor; i = inactive; x = not tested or not shown. Rows are unselected (roughly 6.3% active in at least one column).

Compound,KCNQ1 act,ANO1 block,HDAC3 inhib,KCNK3 inh,hERG protect,RGS4 pot,SKKanGAS inh,KCNQ1 inh,ANO1 activ,KCNK9 inh,RGS4 inh
O=C(c1ccccc1)c1nnc(-c2ccncc2)o1,i,i,6,i,-6,i,-2,i,i,i,i
Cc1nc(NC(=O)Nc2ccc(Cl)cc2)sc1C,i,i,-3,i,-5,i,-14,i,i,i,i
CC1CCCC(C)N1CCCNC(=O)Cn1ncc2c([nH]c3ccccc32)c1=O (configuration not stated),i,i,-7,i,-10,i,2,i,i,i,i
CN(Cc1cccs1)C(=O)COc1cccc(-n2cnnn2)c1,i,i,-2,i,-2,i,-8,i,i,i,i
CCOc1ccc(S(=O)(=O)N2CCCC(C(=O)NCc3cccnc3)C2)cc1 (configuration not stated),i,i,-2,i,-14,i,16,i,i,i,i
COC(=O)c1cccc(NC(=O)CSc2nnnn2C)c1,i,i,4,i,-4,i,4,i,i,i,i
C/C(=N\NC(=O)c1csc(C)c1C)c1ccc(C)s1,i,i,6,i,-4,i,-12,i,i,i,i
O=C(CCl)Nc1ccc(Oc2cnc3ccccc3n2)cc1,i,i,0,i,-8,i,2,i,i,i,i
Cc1cc(C(=O)N/N=C/C=C/c2ccccc2[N+](=O)[O-])c(C)o1,i,i,9,i,-7,i,-3,i,i,i,i
CN1CCN(C(=O)c2cccc(COc3cc(Cl)ccc3Cl)c2)CC1,i,i,0,i,-19,i,0,i,i,i,i
CCOc1ccc(NC(=O)NNC(=O)C(C)Oc2ccccc2OC)cc1 (configuration not stated),i,i,3,i,-9,i,3,i,i,i,i
Cc1ccc(C)c(SCC(=O)N(C)CC(=O)Nc2ccc(N3CCOCC3)cc2)c1,i,i,0,i,-17,i,6,i,i,i,i
CC1(C)C2CCC1(C)C(OC(=O)C[n+]1ccccc1)C2 (configuration not stated),i,i,1,i,-10,i,5,i,i,i,i
O=c1ccc(S(=O)(=O)N2CCC(Cc3ccccc3)CC2)c[nH]1,i,i,-1,i,-14,i,6,i,i,i,i
Cc1ccc(NCC(=O)Nc2cccc(S(=O)(=O)N(C)C)c2)c(Cl)c1,i,i,8,i,-3,i,-1,i,i,i,i
O=C(Nc1ccccc1Cl)c1cccc(COc2cc(Cl)ccc2Cl)c1,i,i,-7,i,-4,i,16,i,i,-11*,i
CCN=C1SC(CC(=O)NC(C)C)C(=O)N1CC (configuration not stated),i,i,0,i,-12,i,-1,i,i,i,i
CC1(C)OC(=O)C(=NNc2ccc(C(=O)O)cc2)C(=O)O1,i,i,1,i,-11,i,-5,i,i,i,i
O=C(c1cc2ccccc2oc1=O)N1CCCCCCC1,i,i,3,i,-3,i,-4,i,i,i,i
CC(C)OCCCNC(=O)COc1ccc2oc3c(c2c1)CCCC3,i,i,1,i,-11,i,-4,i,i,i,i
Cc1cc(C(=O)N/N=C2\CC(=O)CC(C)(C)C2)c(C)n1-c1ccccc1,i,i,-6,i,-5,i,-3,i,i,i,i
Cc1cc(C)cc(N2CCCn3c2nc2c3c(=O)n(CC(=O)OCc3ccccc3)c(=O)n2C)c1,i,i,3,i,-10,i,25,i,i,i,i
O=[N+]([O-])c1cc(S(=O)(=O)NC2=NCCCCC2)ccc1Cl,i,i,0,i,-11,i,1,i,i,i,i
Cc1ccc(C2Nc3ccccc3C(=O)N2Cc2ccco2)cc1 (configuration not stated),i,i,-24,i,-10,i,6,i,i,i,i
COc1ccc(CCNC(=O)c2c(C)nn(-c3ccccc3)c2Cl)cc1OC,i,i,2,i,-7,i,-7,i,i,i,i
C=CCc1cccc2cc(C(=O)N(C)C)c(=O)oc12,i,i,-2,i,-2,i,-1,i,i,i,i
CCOc1cc(C(=O)O/N=C(\N)c2ccc([N+](=O)[O-])cc2)cc(OCC)c1OCC,i,i,-2,i,-11,i,5,i,i,i,i
O=C(O)c1c(-n2cccc2)sc2c1CCCC2,i,i,0,i,-7,i,-6,i,i,i,i
Cc1ccc(OCCSCc2nc3ccccc3[nH]2)cc1,i,i,3,i,-8,i,-11,i,i,i,i
CCN1CCN(C(c2ccccc2)c2nnnn2Cc2ccc3c(c2)OCO3)CC1 (configuration not stated),i,i,-8,i,-12,i,2,i,i,i,i
COCc1ccc(CN2CCCCC2C(=O)Nc2ccc(Oc3ccccc3)nc2)o1 (configuration not stated),i,i,0,i,-18,i,-3,i,i,i,i
CSc1ccccc1NC(=O)Cn1ccsc1=N,i,i,-7,i,-6,i,-14,i,i,i,i
Cc1c(Cl)cccc1NC(=O)C1COc2ccccc2O1 (configuration not stated),i,i,0,i,-12,i,4,i,i,i,i
O=C(c1cn(-c2ccccc2)nc1-c1cccc(Br)c1)N1CCOCC1,i,i,3,i,-15,i,1,i,i,i,i
COc1ccc(/C=C/C(=O)NC(=S)N2CCN(c3ccccn3)CC2)cc1,i,i,1,i,-6,i,8,i,i,i,i
O=C(NCc1ccccc1F)C1CCCN(C(=O)NC2CCCCC2)C1 (configuration not stated),i,i,-4,i,-1,i,0,i,x,i,i
Cc1cc(NC(=O)CCc2ccc(C)o2)no1,i,i,9,i,1,i,-2,i,i,i,i
Cc1nnc(SCCn2c(N(C)Cc3ccccc3)nc3c2c(=O)[nH]c(=O)n3C)s1,i,i,-2,i,-7,i,-2,i,i,i,i
Cc1onc(-c2c(F)cccc2Cl)c1C(=O)NCCO,i,i,3,i,-5,i,5,i,i,i,i
CCC(CC)C(=O)Nc1ccc(C(=O)Nc2cc(C)on2)cc1,i,i,1,i,-3,i,-4,i,i,i,i
Cc1ccc2c(c1)cc(CN(Cc1cccnc1)C(=O)c1ccccc1)c1nnnn12,i,i,-10,i,-13,i,-1,i,i,i,i
FC(F)(F)c1cccc(CNC2c3ccccc3-c3ccccc32)c1,i,i,5,i,-1,i,75*,i,i,i,i
O=C(CSc1nc2cc(Cl)ccc2s1)c1ccco1,i,i,14,i,-7,i,-4,i,i,i,i
COc1ccc2ccc(Oc3ncccn3)cc2c1,i,i,-5,i,-14,i,3,i,i,i,i
O=C(NCc1ccc(F)cc1)c1c(O)c2cccc3c2n(c1=O)CCC3,i,i,4,i,-7,i,8,i,i,i,i
CC1CCCCN1S(=O)(=O)c1cccc2cccnc12 (configuration not stated),i,i,3,i,0,i,8,i,i,i,i
CC(=O)C1C(c2ccc(Br)cc2)c2c(noc2C)CC1(C)O (configuration not stated),i,i,1,i,-3,i,-22,i,i,i,i
Clc1ccc(COn2c(-c3ccc(Cl)cc3)nc3ccccc32)cc1,i,i,-2,-11*,-12,i,52*,i,i,-16*,i
CCOC(=O)c1sc(NC(=O)CCN2CCOCC2)c(C(=O)OCC)c1C,i,i,6,i,-6,i,9,i,i,i,i
O=C(c1ccco1)N1CCN(C(=S)NCc2ccc(F)cc2)CC1,i,i,3,i,-7,i,-5,i,i,i,i
O=C(/C=C/c1ccccc1)NC1CCSC1=O (configuration not stated),i,i,0,i,-5,i,0,i,i,i,i
OC(CNCc1ccncc1)c1ccccc1 (configuration not stated),i,i,-1,i,-3,i,-3,i,i,i,i
CC1(CCc2ccccc2)NC(=O)N(CC(=O)Nc2ccc(S(N)(=O)=O)cc2)C1=O (configuration not stated),i,i,1,i,-5,i,25,i,i,i,i
Fc1ccc(Oc2nnnn2-c2ccccc2)cc1,i,i,-6,i,-8,i,8,i,i,i,i
COc1ccc2nc(C)cc(N3CCOCC3)c2c1,i,i,-6,i,-10,i,-1,i,i,i,i
CS(=O)(=O)Nn1cnc2ccccc2c1=O,i,i,1,i,-9,i,-2,i,i,i,i
COCCN(C(=S)Nc1cccc(C)c1C)C(C)c1ccco1 (configuration not stated),i,i,5,i,-14,i,3,i,i,i,i
COc1ccccc1Nc1nc(N)nc(CSc2nncn2C)n1,i,i,1,i,-4,i,-4,i,x,i,i
O=C(c1ccccc1)c1cccc(NC(=O)c2ccco2)c1,i,i,-1,i,-15,i,0,i,i,i,i
CC(C)[C@H](NC(=O)c1ccccc1)C(=O)OCc1nc2scc(-c3ccccc3)c2c(=O)[nH]1,i,i,3,i,-8,i,29,i,i,i,i

(more compounds)
Compound,KCNQ1 act,ANO1 block,HDAC3 inhib,KCNK3 inh,hERG protect,RGS4 pot,SKKanGAS inh,KCNQ1 inh,ANO1 activ,KCNK9 inh,RGS4 inh
CN(C(=O)c1nc(-c2ccccc2)n(-c2ccccc2)n1)C1CCS(=O)(=O)C1 (configuration not stated),i,i,-2,i,-3,i,1,i,i,i,i
Cc1ccc(NC(=O)CS(=O)CC(=O)N2CCN(C3CCCC3)CC2)cc1 (configuration not stated),i,i,-4,i,-11,i,2,i,i,i,i
CCCC(=O)C1=C(O)C(C(=O)OC)C(C)(C)CC1=Nc1ccc(N)cc1 (configuration not stated),i,i,11,i,-17,i,-1,i,i,i,i
COc1ccc(S(=O)(=O)N2CCN(C)CC2)cc1,i,i,-2,i,-9,i,1,i,i,i,i
Nc1ccccc1Nc1cc(-c2ccccc2)nn1-c1cccc(Cl)c1,i,i,17,i,-14,i,46,i,i,i,i
CC(C)(C)C(=O)Cn1c(=O)n(-c2ccc(F)cc2F)c(=O)c2sccc21,i,i,-2,i,-5,i,-6,i,i,i,i
CCCc1ccc(Oc2cc(NN3CCCCC3)c([N+](=O)[O-])cc2[N+](=O)[O-])cc1,i,i,-6,i,0,i,-4,i,i,i,i
Cc1ccc(S(=O)(=O)N2CCN(S(=O)(=O)N3CCOCC3)CC2)cc1,i,i,5,i,-2,i,1,i,i,i,i
O=C(c1ccc(S(=O)(=O)Nc2ccc(F)cc2)cc1)N1CCN(c2ccccn2)CC1,i,i,-1,i,-16,i,4,i,i,i,i
